Bioassay records from PubChem BioAssay.
STAT1 act = increases IFN-gamma driven STAT1 reporter signal; activation (% of control), % at 5.5 µM; NIH 3T3 STAT1-luciferase reporter, luminescence; 100% = IFN-gamma alone, no compound; AID 932; 2.6% of 200,000 active;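 active means activation above the screen-wide mean activation plus 3 SD, cut at about 130% in these data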;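 further: raw ratio to IFN-gamma control signal so 100% means no change and 0% no light; values of inactives mirror those of a sister screen read the other way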
FLuc inhib CS = counter-screen for luciferase assay inhibitors: firefly luciferase inhibition | P08659 | ATPLite firefly luciferase biochemical luminescence, 10 min | inhibition, % at 10 µM | 1.5% of 200,000 active;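 active means inhibition above about 50% when tested at 10 µM, limit read from the data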
Target sequence (P08659 whole entry, looked up): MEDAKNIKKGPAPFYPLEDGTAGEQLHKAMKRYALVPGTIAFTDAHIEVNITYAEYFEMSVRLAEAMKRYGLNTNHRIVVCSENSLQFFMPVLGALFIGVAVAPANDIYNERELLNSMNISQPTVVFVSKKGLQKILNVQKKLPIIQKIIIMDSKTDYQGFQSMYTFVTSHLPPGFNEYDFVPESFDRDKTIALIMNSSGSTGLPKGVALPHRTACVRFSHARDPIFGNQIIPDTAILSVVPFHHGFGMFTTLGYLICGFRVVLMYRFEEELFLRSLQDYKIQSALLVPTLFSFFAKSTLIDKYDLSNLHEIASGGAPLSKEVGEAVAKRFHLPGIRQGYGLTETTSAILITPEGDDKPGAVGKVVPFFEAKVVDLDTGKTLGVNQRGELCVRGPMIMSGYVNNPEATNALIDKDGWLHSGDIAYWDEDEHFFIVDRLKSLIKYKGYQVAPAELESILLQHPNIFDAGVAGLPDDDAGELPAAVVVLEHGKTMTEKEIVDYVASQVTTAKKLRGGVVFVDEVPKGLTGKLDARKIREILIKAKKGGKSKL
FLuc act counter = firefly luciferase counter-screen for stimulation assays; P08659; ATPlite luciferase biochemical, luminescence, 10 min; 0 = ATP-free wells, 1 = DMSO control; activation factor at 10 µM; 200,000 tested, under 10 active; AID 1027;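 active means luciferase activation factor, scaled between plate controls, of at least 2 with compound at 10 µM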
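System: luciferase plus luciferin reagent, cell-free; medium: PBS as buffer for the ATP substrate; dosing: test compounds dosed from 2 mM stocks in 100% DMSO; timing: 10 min post-reagent at room temperature; measured by: luminescence measurement of luciferase light output; evaluation: luciferase activation, seen as luminescence increase over controls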
APP 5'UTR act = APP 5'UTR luciferase reporter activation. SH-SY5Y APP 5'UTR luciferase reporter, luminescence; zero percent = DMSO vehicle wells. activation, % at 2 µM. 1% of 190,000 active;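 active means activation above a set limit, based on mean plus 3 SD of controls, cut at about 140% in these data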; further: values of inactives mirror those of a sister screen read the other way
Redox H2O2 prof = compounds producing H2O2 with reducing agent – biochemical, NIH compound library profiling, artefact control for MLSCN library redox annotation, primary screen; DTT-dependent redox cycling H2O2, phenol red/HRP absorbance; 100% = 100 µM peroxide control, 0% = buffer; activation, % at 10 µM; 0.03% of 200,000 active; AID 878;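 active means activation of at least 50% relative to the plate's high and low controls in the primary single-dose screen; inactive means activation below 50%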;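 further: compound incubated with DTT at 0.8 mM final as the reducing agent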
APP 5UTR inh = APP translation inhibition; SH-SY5Y APP 5'UTR-luciferase reporter, luminescence; inhibition, % at 2 µM; 0.82% of 190,000 active; AID 1285;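 active means inhibition above a set limit, derived from the sample mean plus 3 SD, cut at about 45% in these data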; further: values of inactives mirror those of a sister screen read the other way
G6PDH counter = counter-screen for G6PDH assay hits: L. mesenteroides G6PDH inhibition; 0.12% of 200,000 active; inhibition, % at 5 µM; AID 1020; Purified L. mesenteroides G6PDH, diaphorase/resazurin coupled fluorescence, 45 min; in the data active means inhibition above about 50%
Efa HMGR inh = E. faecalis class II HMG-CoA reductase inhibition | AID 1066 | inhibition, % at 10 µM | 0.41% of 190,000 active | purified E. faecalis HMGR, NADPH absorbance 340 nm kinetic;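 active means inhibition above a set limit, the median over all tested compounds plus 3 SD, cut at about 9.5% in these data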;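 further: enzyme runs in reverse so mevalonate oxidation gives rising NADPH absorbance; 0% = complete reaction with DMSO and 100% = background rate lacking mevalonate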
Hsp70 activator = switches on Hsp70 transcription. HeLa Hsp70 promoter luciferase reporter, luminescence; scaled: vehicle 0, proteasome-inhibitor control 100%. activation, % at 10 µM. 0.04% of 200,000 active. AID 1203;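 active means activation above the mean across all tested compounds plus 3 SD, cutoff set per campaign, cut at about 5.5% in these data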;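 further: 100% = MG132 at 30 µM as the positive control and 0% = DMSO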
NF-kB neuron act = NF-kB expression increase, human neuronal cells; 1.6% of 190,000 active; AID 1239; NF-kB reporter expression; active compounds read high; fold change at 12.5 µM; in the data active means fold change above about 3.3
* hit, by the source's call; nt = not tested or not shown.

SMILES	STAT1 act	FLuc inhib CS	FLuc act counter	APP 5'UTR act	Redox H2O2 prof	APP 5UTR inh	G6PDH counter	Efa HMGR inh	Hsp70 activator	NF-kB neuron act
O=C(Oc1ccc2ccc(O)cc2c1)C1CCCCC1	102	-5	1	6	-0.9	-6	20	-3	-0.2	0.97
Cc1cc(C)cc(N(CC(=O)Nc2cccc(C)n2)S(=O)(=O)c2c(C)noc2C)c1	94	-2	1	-5	-0.2	5	3	-7	0.0	1
NC(=O)c1ccc(/C=N/O)nc1	103	-4	1	14	0.0	-14	1	-1	-0.3	0.94
Cc1ccc(/C=C/C(=O)Nc2cccc3ncccc23)o1	97	4	1	6	0.6	-6	-15	-1	-0.3	1.1
CC(OC(=O)C1CCC(=O)N1)C(=O)Nc1cc(Cl)cc(Cl)c1 (centres undefined)	106	-1	1	2	-0.2	-2	0	-2	-0.3	0.98
CCC(C)(C)n1nnnc1C(c1ccc2ncccc2c1)N1CCCCCC1 (centres undefined)	99	-10	1.1	4	0.8	-4	3	-11	-0.3	0.97
CCCSc1nc(N)cc(=O)[nH]1	97	0	1	17	-0.2	-17	12	-4	-0.2	0.85
CCOC(=O)c1c(C)[nH]c(C(=O)COC(=O)CNC(=O)c2ccc(Br)cc2)c1C	104	-1	1	-7	0.4	7	-27	-4	-0.3	0.98
Cc1ccc(-c2nnc3ccc(SC(C)C(=O)O)nn23)cc1 (centres undefined)	101	-2	1	0	-1.1	0	-4	1	-0.3	1
O=[N+]([O-])c1cccc(-c2ccc(/C=N/NC(=S)Nc3ccccc3)o2)c1	102	0	1	-20	-2.9	20	-3	1	-0.5	0.84
CC1CCc2c(sc3nc(CSc4ncn[nH]4)[nH]c(=O)c23)C1 (centres undefined)	114	14	0.9	4	0.5	-4	-22	-3	-0.5	1.1
CNC(=O)CSc1nnc(SCCC(=O)O)s1	95	-5	1	19	0.1	-19	9	-2	-0.2	1.1
Cc1nn(-c2ccccc2)c2[nH]c(=O)c(CNc3ccc(N4CCOCC4)cc3)cc12	106	-4	1	6	0.9	-6	5	1	-0.2	1.3
Cc1ccc(Oc2cnn(-c3ccccc3)c(=O)c2Br)cc1	108	-5	1.1	-5	-0.5	5	1	-5	-0.1	1.2
CC(NC(=O)C(C)N1C(=O)C2C3CC(C(Br)C3Br)C2C1=O)c1ccccc1 (centres undefined)	98	-3	1	3	0.2	-3	2	-4	-0.4	1.1
CCOC(=O)c1nc2ccccc2s1	120	14	0.9	17	-0.5	-17	-1	-2	-0.3	2.3
O=C(Cn1cnc2c(cnn2-c2ccc(F)cc2)c1=O)NCc1ccco1	92	0	1	-2	-0.2	2	0	-3	0.4	0.93
COc1cccc(C(=O)CN2CCC(NC(=O)NC3CCCCC3)CC2)c1	106	-4	1	8	2.7	-8	7	-4	0.1	0.95
O=C(Nc1ccc(O)c2c(=O)cc(-c3ccccc3Cl)oc12)c1ccccc1Cl	104	-2	1	7	0.8	-7	12	-4	-0.2	0.89
CC(C)Nc1nc(NC(C)(C)C)nc(Oc2ccc(=O)n(-c3ccccc3)n2)n1	100	-5	1	14	2.0	-14	-3	0	-0.2	0.84
CC1CN(S(=O)(=O)c2ccc(C(=O)Nc3nnc(-c4ccccn4)o3)cc2)CC(C)O1 (centres undefined)	99	2	1	17	-0.6	-17	6	-2	-0.2	0.84
CC(=O)Oc1ccc(N2C(=O)C3C4C=CC(CO)(O4)C3C2=O)cc1 (centres undefined)	102	-6	1.1	-5	0.1	5	0	-2	-0.1	1.2
Oc1c(C=Nc2cccnc2)sc2ccccc12	97	70*	0.3	17	1.7	-17	0	1	-0.6	0.96
CCN(CC)C(=S)SCC(=O)Nc1ccc(S(N)(=O)=O)cc1	100	-1	1	9	-0.3	-9	0	2	0.0	1.6
COc1ccccc1NC(=O)CCSc1nnc(-c2ccco2)o1	100	-5	1.1	-4	-0.1	4	4	0	-0.3	1.1
Additional results follow:
SMILES	STAT1 act	FLuc inhib CS	FLuc act counter	APP 5'UTR act	Redox H2O2 prof	APP 5UTR inh	G6PDH counter	Efa HMGR inh	Hsp70 activator	NF-kB neuron act
Nc1nc(SCc2ccc(Cl)cc2Cl)n[nH]1	111	6	0.9	10	-5.7	-10	0	-3	0.1	1.3
Cc1nnc(C)c2c(C)n(-c3ccccc3N)c(C)c12	105	-7	1.1	27	-0.8	-27	15	-5	-0.1	1.1
O=C(NCc1ccco1)C1CCCN(S(=O)(=O)c2cccc3nonc23)C1 (centres undefined)	91	-5	1	-9	-0.3	9	1	-1	-0.1	0.96
CCC(=O)NCc1nc2ccccc2n1Cc1ccccc1F	93	-8	1.1	0	-0.4	0	3	0	-0.3	0.92
O=C(CSc1nc2ccc([N+](=O)[O-])cc2[nH]1)c1ccc(Cl)cc1	109	0	1	-1	-0.1	1	-16	-7	-0.4	0.89
CC(=O)Nn1cnc2c(c1=O)C1(CCCCC1)Cc1ccccc1-2	104	-11	1.1	5	0.1	-6	-2	-5	0.3	0.97
Cc1cc(Nc2ccc(Cl)cc2)n(-c2ccccc2)n1	92	-3	1	-16	-0.2	16	14	-3	-0.5	0.83
COc1cccc(C(=O)N(CN2CCCC2=O)c2cccc(Cl)c2)c1OC	91	-6	1.1	9	0.0	-9	6	-4	-0.4	1.1
CCC(C)c1ccccc1NC(=O)C1CCCO1 (centres undefined)	98	-7	1.1	10	-2.1	-10	-3	-5	-0.1	1.3
O=C(Nc1ccn(Cc2c(F)c(F)c(F)c(F)c2F)n1)c1cccc(Cn2cc([N+](=O)[O-])cn2)c1	98	-3	1	5	0.1	-5	-2	-4	-0.6	0.87
Nc1ccccc1SCc1ccccc1	103	-1	1	16	0.2	-16	8	-6	0.1	0.97
O=C(Nc1ccc(S(=O)(=O)N2CCCC2)cc1)c1cccs1	102	-2	1	-1	-0.2	1	6	-7	-0.2	1.2
COc1cccc(C2c3[nH]c4ccccc4c3CCN2Cc2cnc(C)s2)c1OC (centres undefined)	45	-6	1.1	7	-1.2	-7	1	-1	0.0	nt
Cc1cc(C)n(CC(O)COc2ccccc2C)n1 (centres undefined)	104	-1	1	-3	-0.5	3	-1	12*	-0.3	1.3
Cc1cc(C)n(CC(=O)Nc2cccc(C(F)(F)F)c2)n1	104	-2	1	6	-0.5	-6	3	-4	-0.3	1.2
C#CCNC(=O)C1=C[C@@H](c2cn(C(C)=O)c3ccccc23)C[C@@H](OCCCCO)O1	97	-5	1.1	-17	-0.4	17	16	-3	0.0	0.96
COC(=O)N/N=C/c1cccc(OCCSc2ccc(Cl)cc2)c1	97	-2	1	26	0.0	-26	-2	-4	0.2	1.2
CCOC(=O)c1c(C)[nH]c(C(=O)COC(=O)[C@H](C)NC(=O)c2ccccc2Cl)c1C	107	6	0.9	36	0.2	-36	-13	1	-0.1	1.6
Cc1c(NC(=O)CCC(=O)N2CCCCC2)c(=O)n(-c2ccccc2)n1C	99	-8	1.1	-13	0.6	14	12	-4	0.2	1
Cc1cc(C)c(C)c(S(=O)(=O)NCC(=O)NCc2ccco2)c1C	97	-4	1	21	-0.6	-21	2	-3	-0.1	1.2
O=C(N/N=C/C1=C(N2CCOCC2)C(=C\c2ccccc2)/CC1)Nc1ccccc1	107	-5	1	-32	-0.2	32	-1	-3	-0.3	1.2
Cn1c2ccccc2c2nnc(SCc3nnc(-c4ccccc4)o3)nc21	95	-9	1.1	-12	-0.3	12	12	-5	-0.2	1.1
Cc1ccc(CC(=O)N2CCN(C(=O)c3ccco3)CC2)cc1	104	-9	1.1	5	-1.0	-5	2	-8	-0.1	0.93
Cc1cc(C)n(CC(=O)N/N=C/c2ccccn2)n1	101	1	1	5	-0.1	-5	6	-2	-0.2	0.99
O=c1[nH]ncc(N2CCCC2)c1Cl	102	-2	1	-13	-0.1	13	-4	-1	-0.2	1.1
(further entries)
SMILES	STAT1 act	FLuc inhib CS	FLuc act counter	APP 5'UTR act	Redox H2O2 prof	APP 5UTR inh	G6PDH counter	Efa HMGR inh	Hsp70 activator	NF-kB neuron act
Cc1ccc(CNC(=O)C2CCN(S(=O)(=O)c3c(C)noc3/C=C/c3ccco3)CC2)cc1	99	-7	1.1	6	-1.6	-6	9	-5	-0.4	0.7
CC(NC(=O)c1ccc(OC2CCN(C(=O)c3cccnc3)CC2)cc1)C1CC1 (centres undefined)	96	-7	1.1	-12	-1.1	12	9	-6	-0.1	1.1
CC1CCN(CC(=O)Nc2cccc([N+](=O)[O-])c2)CC1	102	-2	1	1	-8.1	-1	0	1	-0.3	1.4
CCOC(=O)/C=C1\SCC(=O)N1CC(=O)Nc1cccc(F)c1	101	-6	1.1	0	-0.7	0	-6	1	0.6	nt
Cc1cc(C)n(-c2nc3ccccc3c(=O)n2OCC(=O)OCc2ccccc2)n1	104	-3	1	-51	3.3	51*	2	-4	0.1	0.93
Cc1sc2ncnc(OCC(=O)N3CCN(C(=O)c4ccco4)CC3)c2c1C	91	2	1	22	0.0	-22	-12	-2	0.2	1
O=C(O)CCCNc1ccc(S(=O)(=O)Nc2ccccc2C(=O)O)cc1C(=O)O	102	-5	1.1	7	-0.6	-7	5	1	-0.4	1
Cc1ccc2nc(C)c(Cl)c(=O)n2c1	96	-3	1	3	1.0	-3	-4	-10	0.0	1.2
Cc1cc(NC(=O)Nc2ccc(C)c(C)c2)no1	120	16	0.8	14	-1.8	-14	7	-1	-0.1	1.6
NC(=O)NCCC1=CCCCC1	98	-5	1.1	-17	0.0	17	-3	-3	-0.4	1

Given in CSV form: 12 of the compounds above
compound,STAT1 act,FLuc inhib CS,FLuc act counter,APP 5'UTR act,Redox H2O2 prof,APP 5UTR inh,G6PDH counter,Efa HMGR inh,Hsp70 activator,NF-kB neuron act
O=C(Oc1ccc2ccc(O)cc2c1)C1CCCCC1,102,-5,1,6,-0.9,-6,20,-3,-0.2,0.97
Cc1cc(C)cc(N(CC(=O)Nc2cccc(C)n2)S(=O)(=O)c2c(C)noc2C)c1,94,-2,1,-5,-0.2,5,3,-7,0.0,1
NC(=O)c1ccc(/C=N/O)nc1,103,-4,1,14,0.0,-14,1,-1,-0.3,0.94
Cc1ccc(/C=C/C(=O)Nc2cccc3ncccc23)o1,97,4,1,6,0.6,-6,-15,-1,-0.3,1.1
CC(OC(=O)C1CCC(=O)N1)C(=O)Nc1cc(Cl)cc(Cl)c1 (centres undefined),106,-1,1,2,-0.2,-2,0,-2,-0.3,0.98
CCC(C)(C)n1nnnc1C(c1ccc2ncccc2c1)N1CCCCCC1 (centres undefined),99,-10,1.1,4,0.8,-4,3,-11,-0.3,0.97
CCCSc1nc(N)cc(=O)[nH]1,97,0,1,17,-0.2,-17,12,-4,-0.2,0.85
CCOC(=O)c1c(C)[nH]c(C(=O)COC(=O)CNC(=O)c2ccc(Br)cc2)c1C,104,-1,1,-7,0.4,7,-27,-4,-0.3,0.98
Cc1ccc(-c2nnc3ccc(SC(C)C(=O)O)nn23)cc1 (centres undefined),101,-2,1,0,-1.1,0,-4,1,-0.3,1
O=[N+]([O-])c1cccc(-c2ccc(/C=N/NC(=S)Nc3ccccc3)o2)c1,102,0,1,-20,-2.9,20,-3,1,-0.5,0.84
CC1CCc2c(sc3nc(CSc4ncn[nH]4)[nH]c(=O)c23)C1 (centres undefined),114,14,0.9,4,0.5,-4,-22,-3,-0.5,1.1
CNC(=O)CSc1nnc(SCCC(=O)O)s1,95,-5,1,19,0.1,-19,9,-2,-0.2,1.1
